MC4R antag cAMP: antagonists of human melanocortin 4 receptor (MC4R) | MC4R-expressing cells, MTII-stimulated cAMP, LANCE TR-FRET | P32245 | 0.48% of 360,000 active | inhibition, % at 6.5 µM;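 active means inhibition above its plate's cutoff, the mean of tested wells on that plate plus 3 SD, cut at about 29% in these data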;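 further: 0% = Melanotan II alone and 100% = Melanotan II plus saturating MCL0020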
Target sequence (P32245 whole entry, looked up): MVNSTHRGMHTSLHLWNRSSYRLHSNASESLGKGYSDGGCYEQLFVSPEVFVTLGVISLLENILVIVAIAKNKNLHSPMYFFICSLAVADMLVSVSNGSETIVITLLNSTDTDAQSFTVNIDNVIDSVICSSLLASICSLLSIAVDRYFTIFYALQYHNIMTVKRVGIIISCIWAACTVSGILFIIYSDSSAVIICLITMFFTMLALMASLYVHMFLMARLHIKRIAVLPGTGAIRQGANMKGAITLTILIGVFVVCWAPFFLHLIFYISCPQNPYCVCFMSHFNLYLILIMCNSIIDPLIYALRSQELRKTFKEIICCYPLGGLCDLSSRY
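Assay system: U2OS cells stably expressing human melanocortin 4 receptor (MC4R) / Dosing: 6.5 µM / Timing: compound 30 min, challenge 1 h, detection 1 h / Measured by: Eu-cAMP/anti-cAMP TR-FRET, emission 671 nm / Replicates: singlicate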
ABCB6 inh MLPCN: human ABCB6 transporter inhibition. 0.19% of 360,000 active. K562-ABCB6 porphyrin accumulation, flow cytometry, 1 h; active compounds read low. fluorescence ratio to DMSO, % at 10 µM. Q9NP58;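 active means fluorescence ratio to DMSO below 75%, the collection mean minus 3 SD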;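 further: signal is porphyrin accumulated inside mitochondria; 100% equals median channel fluorescence of DMSO control wells; lower ratio means ABCB6 inhibition with less porphyrin fluorescence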
Glyco luc inh: blocks N-linked glycosylation in D54 reporter cells; D54 ERlucT glycosylation luciferase reporter, 24 h; percent of 100 nM tunicamycin response; reporter increase, % at 12.5 µM; 0.23% of 360,000 active; AID 588692;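 active means mean luciferase reporter signal, scaled so untreated is 0 and the glycosylation-blocking control 100, at or above a set limit in every replicate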;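 further: luciferase carries N-glycosylation sites so blocking glycosylation raises the light; 0% = median of neutral control wells and 100% = median of 100 nM tunicamycin wells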
ABHD5-PLIN5 inh: ABHD5-PLIN5 protein interaction inhibition | Q00G26+Q8WTS1 | Split G. princeps luciferase complementation, luminescence, 4 h | inhibition, % at 4 µM | 0.78% of 360,000 active;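 active means inhibition above the mean inhibition across every tested compound plus 3 SD, cut at about 22% in these data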;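 further: 0% = DMSO only wells and the 100% control is not disclosed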
NOD2 RIPK2 PPI: inhibitors of human NOD2-RIPK2 interaction. O43353. CHO BLA complementation NOD2-RIPK2, CCF4 ratio. inhibition, % at 4.98 µM. 0.38% of 360,000 active. AID 624267; in the data active means inhibition above about 21%;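 further: 0% = vehicle only and 100% = reference blocker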
Target sequence (O43353 whole entry, looked up): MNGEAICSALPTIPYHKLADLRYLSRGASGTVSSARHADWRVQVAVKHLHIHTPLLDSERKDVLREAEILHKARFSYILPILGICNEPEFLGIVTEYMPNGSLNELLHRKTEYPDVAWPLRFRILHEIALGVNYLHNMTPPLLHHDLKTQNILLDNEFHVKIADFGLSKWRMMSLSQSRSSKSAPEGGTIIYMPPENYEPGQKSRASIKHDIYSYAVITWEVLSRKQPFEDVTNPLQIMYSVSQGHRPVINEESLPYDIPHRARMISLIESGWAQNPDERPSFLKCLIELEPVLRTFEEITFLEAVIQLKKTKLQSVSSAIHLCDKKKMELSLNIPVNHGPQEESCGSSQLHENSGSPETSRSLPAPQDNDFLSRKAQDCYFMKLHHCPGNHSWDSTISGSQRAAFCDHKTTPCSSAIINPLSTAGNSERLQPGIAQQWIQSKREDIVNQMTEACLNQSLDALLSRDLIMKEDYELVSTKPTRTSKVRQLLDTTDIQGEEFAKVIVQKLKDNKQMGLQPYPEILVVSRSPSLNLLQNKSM
MC4R barr agon: agonists of human melanocortin 4 receptor (MC4R) beta-arrestin; AID 540308; activation, % at 8.9 µM; 0.98% of 360,000 active; U2OS MC4R beta-arrestin complementation, luminescence; percent of melanotan II response, DMSO zero;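 active means activation above a per-plate cutoff, the mean activation of sample wells on that plate plus 3 SD, cut at about 8% in these data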
H9c2 protect: myocardial damage modulation in H9c2 cells; H9c2 cardiomyocytes, H2O2 injury protection, ATPLite, 2 h; protection from H2O2 cell death, % at 20 µM; 0.63% of 360,000 active; AID 588492;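 active means compounds giving at least 50% protection of heart cells from peroxide-induced death in the single-dose screen, raw or plate-pattern-corrected value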;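 further: 0% = DMSO wells with peroxide and 100% = DMSO wells without peroxide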
SRC2 inh: human SRC2 (NCOA2) inhibition; Q15596; HEK293 GAL4-SRC2 luciferase reporter, luminescence; inhibition, % at 9 µM; 0.17% of 370,000 active; AID 651957;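 active means inhibition above the mean inhibition of all tested compounds plus 3 SD, set per campaign, cut at about 52% in these data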;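 further: 0% = DMSO treated cells and 100% = cells given Gossypol at 36 µM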
HTR2A ag: activates the mouse 5-HT2A serotonin receptor; CHO-K1 mHTR2A beta-arrestin complementation, luminescence; percent of 30 µM serotonin response; activation, % at 7.6 µM; 0.66% of 360,000 active; AID 624169;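 active means activation above a run cutoff, the mean activation of all tested compounds plus 3 SD, cut at about 14% in these data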;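 further: 0% = plate median of compound wells and 100% = 30 µM serotonin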
TLR9-MyD88 inh: TLR9-MyD88 interaction inhibition; CHO BLA complementation TLR9-MyD88, CCF4 FRET ratio; 0.21% of 340,000 active; inhibition, % at 4.98 µM; Q9NR96+Q99836;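 active means inhibition above the mean over all tested compounds plus 3 SD, cut at about 21% in these data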;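 further: 0% = DMSO only wells and 100% = clavulanate BLA inhibitor control wells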
* marks the source's active call; other numbers are inactive results; x = no result given. A portion of the library; rates above refer to the full screens.

1: CCc1ccc2c(c1)NC(=O)C2(C)Cc1ccccc1Cl (configuration not stated)
2: O=C1NC(=S)S/C1=C\c1ccc(SCc2ccco2)o1
3: CC(=O)C[C@@H](O)CC(=O)[C@@H]1OC(=O)CCCCCCCCc2ccccc21
4: O=C(NC1CCCC1)c1cc(-c2cccs2)on1
5: Cc1ccc(S(=O)(=O)c2n[nH]n3c2nc(=O)c2ccccc23)cc1
6: C/C(=N\NC(=O)CNC(=O)c1ccco1)c1ccc(Br)cc1
7: COC(=O)c1ccc(NC(=O)CN2C(=O)CC(C)S(=O)(=O)c3ccccc32)cc1 (configuration not stated)
8: CC(C)N(CCn1cnc2c([nH]c3ccccc32)c1=O)C(C)C

Screen / compound no.	1	2	3	4	5	6	7	8
MC4R antag cAMP	4	1	0	1	2	0	3	-1
ABCB6 inh MLPCN	114	104	105	104	101	96	99	97
Glyco luc inh	5	-2	1	15	4	-2	1	2
ABHD5-PLIN5 inh	2	-5	11	18	-3	4	-2	-2
NOD2 RIPK2 PPI	9	-9	-13	1	-10	-15	8	7
MC4R barr agon	0.8	-0.8	2.4	-2.0	-0.8	-2.9	-2.9	1.2
H9c2 protect	-5	-8	8	-7	8	-3	8	-1
SRC2 inh	4	x	2	-93	-9	30	0	-2
HTR2A ag	-6	6	10	-3	-3	-4	-6	0
TLR9-MyD88 inh	x	-1	-2	0	0	0	10	-3

Results in SRC2 inh, MC4R antag cAMP and H9c2 protect, for 2 of the compounds above:
| No. | smiles | SRC2 inh | MC4R antag cAMP | H9c2 protect |
| --- | --- | --- | --- | --- |
| 8 | CC(C)N(CCn1cnc2c([nH]c3ccccc32)c1=O)C(C)C | -2 | -1 | -1 |
| 5 | Cc1ccc(S(=O)(=O)c2n[nH]n3c2nc(=O)c2ccccc23)cc1 | -9 | 2 | 8 |

Additional records.
9: CC(C)(C)c1ccc(C(=O)O/N=C(\N)c2ccccc2)cc1
10: Cc1ccc(CC2CC(=O)N(c3ncccn3)C2=O)cc1 (configuration not stated)
11: Cc1ccc(S(=O)(=O)N2C[C@H]3[C@H]4C(=O)N(Cc5ccccc5)C(=O)[C@H]4CC(=O)[C@H]3[C@@H]2c2ccccc2)cc1
12: CCc1cccc(NC(=O)Cn2cc(C=O)c3ccccc32)c1
13: O=C(NN1CC(=O)N(c2cc(Cl)cc(Cl)c2)CC1=O)c1cccs1
14: CCCCn1c(SCC(=O)Nc2sc3c(c2C(N)=O)CCC3)nnc1-c1ccccc1
15: CC1CCN(C(=O)c2[nH]cnc2C(=O)NCC(=O)OC(C)(C)C)CC1
16: CC1(C)OC(c2ccccc2)=C/C(=C/C=N/NC(=O)c2ccncc2)O1

Screen / compound no.	9	10	11	12	13	14	15	16
MC4R antag cAMP	7	8	x	12	-4	5	-3	-3
ABCB6 inh MLPCN	101	100	99	99	97	97	98	93
Glyco luc inh	-17	0	-2	-2	1	0	-1	-1
ABHD5-PLIN5 inh	7	3	5	-1	-4	22*	2	-1
NOD2 RIPK2 PPI	5	-1	-8	5	5	4	6	6
MC4R barr agon	16*	0.8	x	-0.4	0.3	1.8	-1.1	-0.5
H9c2 protect	-23	0	-1	-13	2	-10	9	27
SRC2 inh	80*	10	-3	13	-21	-10	-19	7
HTR2A ag	7	13	-1	1	6	4	-4	-3
TLR9-MyD88 inh	-6	7	x	0	-9	2	3	2

Random excerpt: 2 compounds from above.
12: CCc1cccc(NC(=O)Cn2cc(C=O)c3ccccc32)c1
10: Cc1ccc(CC2CC(=O)N(c3ncccn3)C2=O)cc1 (configuration not stated)

Screen / compound no.	12	10
MC4R antag cAMP	12	8
ABCB6 inh MLPCN	99	100
Glyco luc inh	-2	0
ABHD5-PLIN5 inh	-1	3
NOD2 RIPK2 PPI	5	-1
MC4R barr agon	-0.4	0.8
H9c2 protect	-13	0
SRC2 inh	13	10
HTR2A ag	1	13
TLR9-MyD88 inh	0	7

A few values from the results shown.
Result for `CC(C)(C)c1ccc(C(=O)O/N=C(\N)c2ccccc2)cc1` in MC4R barr agon: 16*
Result for `Cc1ccc(S(=O)(=O)N2C[C@H]3[C@H]4C(=O)N(Cc5ccccc5)C(=O)[C@H]4CC(=O)[C@H]3[C@@H]2c2ccccc2)cc1` in Glyco luc inh: -2

Continued.
17: O=C(NN1CCOCC1)c1cc(-c2cccs2)nc2ccccc12
18: COc1ccc(-c2nnc(SCc3nnc(-c4ccccc4)o3)n2-c2ccccc2)cc1
19: Cc1cc(-c2nc3ccccc3s2)ccc1N
20: C=CCc1cccc2cc(NC(C)=O)c(=O)oc12
21: CC1(C)Cc2cccc(OCC(N)=O)c2O1
22: CCC(=O)OCC(=O)Nc1ccc([N+](=O)[O-])cc1OC
23: Cc1ccccc1-c1nc(SCc2ccccn2)c2c(=O)n(C)c(=O)n(C)c2n1
24: CC(C(=O)NCC1CCCCC1)N(C)Cc1cccc(Cl)c1 (configuration not stated)

Screen / compound no.	17	18	19	20	21	22	23	24
MC4R antag cAMP	3	11	8	9	5	3	3	-3
ABCB6 inh MLPCN	94	89	103	93	89	97	92	98
Glyco luc inh	2	-4	-16	1	4	2	2	0
ABHD5-PLIN5 inh	-6	3	6	-1	3	-6	3	-1
NOD2 RIPK2 PPI	-9	-10	-4	-10	-18	-7	-5	6
MC4R barr agon	0.2	1.8	-0.7	-0.2	-0.1	-2.1	-1.8	0.4
H9c2 protect	3	-4	-19	9	7	5	4	0
SRC2 inh	17	3	-30	6	-10	8	-12	2
HTR2A ag	2	0	7	-3	1	-1	1	-5
TLR9-MyD88 inh	4	-3	-4	2	-2	-7	-2	-12

25: O=C(CSc1nc2c([nH]c3ccccc32)c(=O)n1-c1ccccc1)NCC1CCCO1 (configuration not stated)
26: COc1ccccc1C(=O)C1CCCN(C(=O)c2ccc(Cl)cc2)C1 (configuration not stated)
27: CCOc1ccc(S(=O)(=O)Nc2nc3cc(OC)ccc3s2)cc1
28: O=C(NCC1CCCO1)c1cccc(S(=O)(=O)N(Cc2ccccc2)c2ccccc2)c1 (configuration not stated)
29: COc1ccccc1N=NNc1ccc(S(=O)(=O)NC(C)=O)cc1
30: C=CCNC(=O)NC(=O)COC(=O)/C(C#N)=C/c1cc(C)n(CC(C)C)c1C
31: O=C(NCCN1CCN(c2ccccc2)CC1)C1(S(=O)(=O)c2ccc(Cl)cc2)CC1
32: CC(=O)Nc1ccc(Nc2cc(C)nc3c(-c4ccccc4)c(C)nn23)cc1

Screen / compound no.	25	26	27	28	29	30	31	32
MC4R antag cAMP	11	9	12	7	x	-1	-3	-4
ABCB6 inh MLPCN	104	101	108	97	97	92	97	93
Glyco luc inh	3	0	2	-2	3	3	-2	1
ABHD5-PLIN5 inh	-4	-5	7	2	-16	7	-4	2
NOD2 RIPK2 PPI	-5	1	-9	0	4	12	1	0
MC4R barr agon	-8.9	0.6	0.0	0.1	x	1.8	0.0	-1.7
H9c2 protect	4	-4	-4	-1	5	-6	-5	2
SRC2 inh	-36	-9	-5	9	x	-9	2	-23
HTR2A ag	-20	2	0	11	0	9	6	-1
TLR9-MyD88 inh	-2	4	0	-1	x	7	-1	4

33: Cc1cccc(C)c1NC(=O)CCCSc1nnc(-c2ccc(F)cc2)n1-c1ccccc1
34: CCC(Sc1nnc(-c2ccc(C)c(Cl)c2)n1CC)C(=O)Nc1nccs1 (configuration not stated)
35: COc1cccc(C(=O)OCC(=O)NCCCc2ccccc2)c1
36: COc1ccc(C)cc1C(=O)CCC(=O)NC1CCCCC1
37: COC(=O)C1=C(C(=O)OC)[C@@H]2N(Cc3ccccc3)c3ccccc3[C@@]23C[C@@H](C(=O)OC)N(C(=O)COCc2ccccc2)C3=N1
38: Cc1onc(-c2ccccc2)c1C(=O)OCC(=O)N(C)c1ccccc1
39: Cc1cccc(CN2CCC(CNC(=O)CSc3cc(=O)n(C)c4cc(Cl)ccc34)CC2)c1
40: CCOc1ccc(-n2c(C)nc3c(cnn3-c3ccc(Cl)cc3)c2=O)cc1

Screen / compound no.	33	34	35	36	37	38	39	40
MC4R antag cAMP	15	-1	9	-4	6	9	6	9
ABCB6 inh MLPCN	93	92	95	89	98	103	94	104
Glyco luc inh	-4	-3	0	-2	5	-2	3	3
ABHD5-PLIN5 inh	-1	1	-6	11	0	-5	1	-1
NOD2 RIPK2 PPI	-6	3	7	0	1	7	-4	3
MC4R barr agon	0.0	-0.2	1.2	4.1	-0.7	2.0	-2.9	-1.7
H9c2 protect	-8	-19	2	-5	-3	6	-11	-11
SRC2 inh	-1	15	-7	-16	x	2	5	-15
HTR2A ag	0	-2	7	1	1	2	-5	-4
TLR9-MyD88 inh	0	11	0	0	3	2	-1	-10

41: O=C(c1ccc(Cl)cc1)N1CCC(O)(CSc2ccccc2)CC1
42: CC(C)(C)OC(=O)N[C@@H](Cc1ccccc1)C(=O)N[C@@H](CO)[C@H](O)[C@@H]1C[C@@H]1C(=O)N1CCCC1
43: CCCOC(=O)NC(CC)COC(=O)Nc1cccc(C)c1C (configuration not stated)
44: Fc1ccc2cnc(-c3cccnc3)cc2c1
45: CCc1ccc(/C=C2\SC(=S)N(CCCC(=O)N3CCN(C)CC3)C2=O)cc1
46: CCOC(=O)c1cc(-c2cccc([N+](=O)[O-])c2)n[nH]1
47: CC1(C(=O)NS(=O)(=O)C2CC2)CCN(C(=O)COc2ccc(Cl)cc2Cl)C1 (configuration not stated)

Screen / compound no.	41	42	43	44	45	46	47
MC4R antag cAMP	-3	-1	-1	-2	9	4	4
ABCB6 inh MLPCN	90	103	100	103	102	94	97
Glyco luc inh	0	0	-1	3	0	1	1
ABHD5-PLIN5 inh	-1	-5	-7	-4	7	-4	2
NOD2 RIPK2 PPI	0	1	-2	-1	0	-2	-23
MC4R barr agon	0.1	-1.1	-2.0	-0.5	0.1	-2.2	0.3
H9c2 protect	-3	1	1	-10	-26	-9	-1
SRC2 inh	-13	-23	5	-51	44	8	10
HTR2A ag	-7	0	3	-9	-2	4	4
TLR9-MyD88 inh	-4	1	9	-3	-3	-2	x
